High-throughput results as filed in PubChem BioAssay.
TcdB inh = blocks C. difficile toxin B glycohydrolase activity | P18177 | inhibition, % at 9.99 µM | TcdB glycohydrolase enzymatic assay, plate reader | 0.24% of 350,000 active; in the data active = inhibition above about 10%
3CLpro inhibitor = SARS-CoV 3CLpro protease inhibition; inhibition, % at 6 µM; AID 1706; recombinant SARS-CoV 3CLpro, quenched FRET peptide cleavage; 0.14% of 290,000 active; in the data active = inhibition above about 12%
Anthrax LF inh2 = blocks Bacillus anthracis lethal factor protease. P15917. multiplex microsphere protease cleavage assay, LF. inhibition, % at 10 µM. 0.12% of 360,000 active; in the data active = inhibition above about 30%; note: plate controls were buffer without enzyme for full effect and enzyme alone for no effect
BH1578 lux ind = quorum light induction in luxS cqsA deficient V. cholerae; V. cholerae BH1578 lux reporter, luminescence, 6 h; activation, % at 18.7 µM; 0.16% of 350,000 active; AID 588436; in the data active = activation mostly above about 9.7%, no sharp cut-off; note: not every result past the cut was called active; inactives centre near 0; reference of the scale not given here
PfHsp40 yeast = rescue of PfHsp40-mediated yeast toxicity; 0.68% of 340,000 active; S. cerevisiae expressing PfHsp40, growth rescue, ATP luminescence; AID 504582; growth rescue, % at 12.5 µM; in the data active = growth rescue above about 28%, passing the limit was not always enough;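 note: yeast W303a lacking pdr1 and pdr3 grown in galactose medium; growth measured after three days at 30 °C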
MazF activator = increases E. coli MazEF RNase cleavage of RNA; P0AE70; FAM/BHQ RNA-DNA oligo cleavage fluorescence, 5 h; activation, % at 20 µM; 0.32% of 350,000 active; AID 504720; in the data active = activation above about 50%
Target sequence (P0AE70 whole entry, looked up): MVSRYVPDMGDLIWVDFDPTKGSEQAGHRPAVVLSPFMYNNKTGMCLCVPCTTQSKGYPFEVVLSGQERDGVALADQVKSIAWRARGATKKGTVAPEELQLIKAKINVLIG
SSB-PriA inh = inhibitors of Klebsiella pneumoniae PriA binding to SSB C-terminal tail; AlphaScreen SSBct-PriA binding, biotinylated peptide; 0.6% of 430,000 active; inhibition, % at 33 µM; in the data active = inhibition mostly above about 37%, no sharp cut-off; inactive = mostly below about 20%;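 note: plate controls were negative control peptide for no effect and reference peptide for full effect; strong numbers were not always called active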
Rv3671c inh = Rv3671c (M. tuberculosis) protease inhibition; P9WHR9; inhibition, % at 5.96 µM; 0.048% of 320,000 active; in the data active = inhibition above about 38%;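 note: extracellular domain of Rv3671c used as enzyme; 0% = enzyme with DMSO and 100% = no enzyme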
Target sequence (P9WHR9 whole entry, looked up, the tested form may be a part): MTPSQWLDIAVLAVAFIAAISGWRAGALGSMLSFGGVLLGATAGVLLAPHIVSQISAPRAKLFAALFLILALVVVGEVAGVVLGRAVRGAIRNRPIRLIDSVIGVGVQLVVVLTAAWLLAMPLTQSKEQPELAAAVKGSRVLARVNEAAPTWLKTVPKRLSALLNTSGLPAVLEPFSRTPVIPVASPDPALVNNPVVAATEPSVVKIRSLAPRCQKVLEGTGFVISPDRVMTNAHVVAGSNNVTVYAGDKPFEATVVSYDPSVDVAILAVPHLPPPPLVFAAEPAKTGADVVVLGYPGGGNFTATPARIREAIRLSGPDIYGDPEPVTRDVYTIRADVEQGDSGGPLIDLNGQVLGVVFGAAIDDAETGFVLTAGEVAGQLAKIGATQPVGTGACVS
Yp Topo-I inh = Y. pestis Topo-I inhibition via cleavage products; Y. pestis Topo-I cleavage product accumulation, plate reader; activity, % at 10 µM; 0.064% of 360,000 active; AID 504884; in the data active = activity above about 50%, passing the limit was not always enough; note: inactives centre near 2
DUSP3 inh = inhibitors of human VHR1 phosphatase (DUSP3); 0.52% of 290,000 active; recombinant VHR phosphatase, pNPP absorbance; AID 1654; P51452; inhibition, % at 13.3 µM; in the data active = inhibition above about 50%; note: some compounds called inactive have numbers as strong as hits
Target sequence (P51452 whole entry, looked up): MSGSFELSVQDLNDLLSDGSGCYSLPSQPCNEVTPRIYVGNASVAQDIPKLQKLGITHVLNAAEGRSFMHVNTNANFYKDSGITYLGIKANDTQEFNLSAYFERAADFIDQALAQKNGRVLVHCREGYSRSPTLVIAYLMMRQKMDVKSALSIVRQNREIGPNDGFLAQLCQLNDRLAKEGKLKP
* = called active by the depositor; i = inactive; x = not tested or not shown; & = joins results of further samples. Some of the compounds tested; the hit share may differ from the screen's.

SMILES	TcdB inh	3CLpro inhibitor	Anthrax LF inh2	BH1578 lux ind	PfHsp40 yeast	MazF activator	SSB-PriA inh	Rv3671c inh	Yp Topo-I inh	DUSP3 inh
CC1CC(C)CN(c2ccc(C(=O)OCC(=O)NC3CCCc4ccccc43)cc2[N+](=O)[O-])C1 (stereo unspecified)	x	5	-3	0.9	0.7	-3	-10	-8	10	4
O=C(COc1ccc(CO)cc1)Nc1ccc(F)cc1	x	-3	-5	i	1.5	4	-14	8	5	22
O=c1cc(-c2ccccc2)nc2cc(-c3ccc(Br)cc3)[nH]n12	0.2	10	10	-1.6	-2.3	-4	-3	-12	-4	-15
CCc1nc2ccc(C(=O)Nc3cccc(NS(C)(=O)=O)c3)cn2c1N(CC)CCOC	0.5	x	-3	-3.0	x	x	x	x	5	x
Cc1occc1C(=O)Nc1nnc(C2CCCCC2)s1	x	0	1	i	-0.6	-4	-11	1	-6	6
CC1=CC(C)(C)n2c(O)c(N=N)c3cc(C)cc1c32	-4.4	5	1	-0.3	0.2	1	29	8	6	-4
CCOC(=O)c1ccc(N2C(=O)C(CC(N)=O)N(CCc3ccc(OC)c(OC)c3)C2=S)cc1 (stereo unspecified)	x	2	-2	-0.3	-0.6&0.0	-13	2	-6	6	13
CC(=O)N1CCC(C(=O)N2CCN(S(=O)(=O)c3ccc(Cl)s3)CC2)CC1	-1.1	-3	-2	i	1.2	-21	9	4	4	1
Cc1c(C(=O)N(C)C)sc2nc(-c3ccccn3)[nH]c(=O)c12	x	-3	2	i	-0.5	4	47*	-12	-7	19
CC(=O)NS(=O)(=O)c1ccc(NC(=O)/C=C/c2ccc(C)o2)cc1	0.5	-1	-3	0.1	-0.4	10	-7	-1	0	36
O=C(CN1C(=O)NC2(CCCCC2)C1=O)Nc1cccc(S(=O)(=O)N2CCCC2)c1	-5.6	x	-4	-8.1	-0.8	-5	-7	-2	-4	x
O=C(CNC(=O)c1cccs1)NCC(=O)OCc1cccc(Cl)c1	1.7	3	-4	i	-0.5	1	-14	0	4	5
Cc1ccc(S(=O)(=O)N2C[C@H]3n4c(=O)ccc(=O)n4C[C@H](OC(=O)NC4CCCC4)[C@@]3(O)C2)cc1	0.4	x	-2	-0.4	x	5	x	x	2	x
NC(=O)c1nsc(C(=O)N(c2ccc3c(c2)OCCO3)C(C(=O)NCC2CCCO2)c2ccc(F)cc2)c1N (stereo unspecified)	2.3	2	22	-1.5	1.2	3	-3	6	27	10
Cc1cc(SCC(=O)Nc2ccccc2C)nc(C)n1	x	-4	2	-3.6	-1.6	3	-1	6	2	34

Whole records, looked up by structure:
CC1=CC(C)(C)n2c(O)c(N=N)c3cc(C)cc1c32 is entered as TcdB inh: -4.4; 3CLpro inhibitor: 5; Anthrax LF inh2: 1; BH1578 lux ind: -0.3; PfHsp40 yeast: 0.2; MazF activator: 1; SSB-PriA inh: 29; Rv3671c inh: 8; Yp Topo-I inh: 6; DUSP3 inh: -4
CC(=O)NS(=O)(=O)c1ccc(NC(=O)/C=C/c2ccc(C)o2)cc1 is entered as TcdB inh: 0.5; 3CLpro inhibitor: -1; Anthrax LF inh2: -3; BH1578 lux ind: 0.1; PfHsp40 yeast: -0.4; MazF activator: 10; SSB-PriA inh: -7; Rv3671c inh: -1; Yp Topo-I inh: 0; DUSP3 inh: 36

New compounds follow
SMILES	TcdB inh	3CLpro inhibitor	Anthrax LF inh2	BH1578 lux ind	PfHsp40 yeast	MazF activator	SSB-PriA inh	Rv3671c inh	Yp Topo-I inh	DUSP3 inh
O=[N+]([O-])c1cccc(S(=O)(=O)NCCCN2CCOCC2)c1	0.5	-5	2	i	1.4	2	-9	0	0	-11
O=C(Nc1ccccn1)C1CCN(S(=O)(=O)c2ccc3c(c2)OCCO3)CC1	0.2	x	-4	-5.0	-0.8	-12	-6	3	-1	x
O=C(NCCS(=O)(=O)N1CCc2ccccc2C1)c1ccccc1	1.6	x	-3	0.1	0.9	0	-4	7	9	x
Cc1ccc(C)c(CN2CCC(CNC(=O)Nc3ccc(F)c(Cl)c3)CC2)c1	0.5	-1	-5	-5.6	-0.8	10	-9	4	-6	9
CCOC(=O)c1sc2nc(C(C)C)c3c(c2c1N)CCC3	x	2	-4	-0.5	1.4	4	-12	3	-4	-2
COC(=O)c1c(C)c(C)nc(N)c1C#N	x	1	-6	-1.6	0.0	-3	-4	4	-9	-4
CN(Cc1ccccc1)C(=O)COC(=O)c1cc(Cl)nc(Cl)c1	1.4	1	-4	-0.9	0.0	-2	-5	4	-5	39
O=C(CCCCC(=O)Nc1ccccc1)Nc1ccccc1	-0.1	1	-12	i	-0.5	16	-10	1	-5	6
CCCNC(=O)N1CCC(C(=O)c2ccc(F)cc2)CC1	x	4	-8	i	0.2	4	-4	-8	-3	2
CC(=O)N(Cc1ccc(Cl)cc1)c1cnccn1	-0.8	0	-12	-1.3	-0.8	-8	-9	-2	9	5
CCCOc1c(OC)cccc1C1CC(=O)Nc2cc3c(cc21)OCCO3 (stereo unspecified)	x	0	-2	i	-0.9	3	29	-2	-3	25
CCCOc1ccc(OCCSc2ncccn2)cc1	x	-3	0	-0.6	2.8	-4	-11	-1	14	-11
O=C(OCC(=O)N1CCN(C(=O)c2ccco2)CC1)c1cccc(F)c1	-0.8	x	-3	-0.7	-0.2	2	-5	-2	-2	x
Cc1nc2ccc([N+](=O)[O-])cc2c(=O)n1Cc1ccc(F)cc1	0.2	3	7	-0.8	-1.3	10	-3	-3	-4	-18
CC(NC(=O)c1ccco1)C(c1cccs1)N1CCOCC1 (stereo unspecified)	2.0	-6	-6	-0.2	0.4	1	-4	-2	1	17
COC(=O)c1ccc([C@H]2CC(=O)O2)cc1	0.4	-4	5	-0.4	-1.0	3	1	3	-11	5
O=C(NCc1ccco1)C1CCN(S(=O)(=O)c2cccc([N+](=O)[O-])c2)CC1	0.9	-3	-2	-0.6	-1.8	6	-13	3	0	14
COc1ccc(/C=C/C(=O)N2CCN(S(=O)(=O)/C=C/c3ccccc3)CC2)cc1OC	x	-2	1	-0.7	-0.6	-8	-14	6	20	-4
Cc1oc(-c2cccc(Cl)c2)nc1CN1CCC(C(=O)NCCCN2CC(C)CC(C)C2)CC1 (stereo unspecified)	x	-2	-2	i	0.5	10	-7	1	5	-8
COc1ccc2cc(Br)ccc2c1CC(=O)NCC1CCCO1 (stereo unspecified)	0.7	1	1	-0.4	0.2	-7	6&-10	-2	-5	15
CCOC(=O)Nc1ccc2c(c1)OCO2	x	-1	3	i	-0.3	10	5	-2	-2	34
Cc1ccc(C(=O)NNC(=O)c2ccco2)cc1	x	-5	-2	2.0	-0.1	5	-11	-9	1	12
Cc1cc(C)n2ncc(/C(N)=N/OC(=O)c3ccccc3F)c2n1	-4.1	3	4	-0.4	0.8	5	x	-3	-3	16
COc1ccc(NC(=O)c2cccc(NS(=O)(=O)c3ccccc3)c2)cc1	2.3	-1	-2	-1.5	0.7	7	-12	-3	-8	-12
CCOC(=O)c1ccc(NC(=S)NC(=O)c2cncc(Br)c2)cc1	-2.0	-1	-3	i	-1.4	-5	3	3	11	-6
c1ccc(-c2noc(CN3CCc4sccc4C3)n2)cc1	1.3	-1	1	-0.1	0.9	0	-25	2	5	1
C[C@H](CO)N1C[C@H](C)[C@@H](CN(C)Cc2ccncc2)Oc2c(NS(=O)(=O)c3ccc(F)cc3)cccc2C1=O	-0.3&0.6	x	-4	-6.2	0.1	5	-11	-4	4	x
COc1ccc(C(CNC(=O)c2ccc(S(=O)(=O)N(C)C)cc2)N2CCCCC2)cc1 (stereo unspecified)	0.4	3	2	-0.3	0.8	4	-12	-6	20	15
CC/C(=N/Nc1cccc(C)c1)c1cnnc(SC)n1	x	-2	2	-0.3	-0.4	287*	x	-17	-1	6
Cc1cnn(C(=O)Cn2nc(C(F)F)c(Br)c2C)c1	2.1	x	-1	i	-1.2	3	-1	x	-7	x
Cc1ccc(-n2nc3ccc(N)cc3n2)cc1Cl	-0.2	4	-18	i	2.2	-3	-13	-14	-3	-7
Cc1nnc(NC(=O)CSc2nc(C3CCCCC3)nc3ccccc23)s1	1.1	2	-2	i	1.1	-1	-10	-13	5	-14
Cc1cc(C)c2c(=O)[nH]c(SCC(=O)c3ccc(C)c(C)c3)nc2n1	-0.2	5	-1	i	0.8	0	4	-11	6	-3
Cc1cccc(C(=O)Nc2ccc(Cl)cc2C(=O)c2ccccc2)c1	x	6	-5	0.5	4.4	-4	-1	-2	4	-1
COc1cc(OC)cc(C(=O)Nc2ccc(-c3nc4ccccc4o3)cc2)c1	x	0	3	7.4	0.6	1	-12	-14	18	-11
Cn1c(=O)n(C)c2cc(S(=O)(=O)Nc3ccc(F)cc3)ccc21	0.1	-2	2	i	-0.2	6	0	3	1	-4
CC(Oc1ccccc1F)C(=O)NN (stereo unspecified)	2.0	0	-1	-0.2	-0.1	8	1	-4	-2	2
CCN(C(=O)C1CCCO1)c1ccccc1 (stereo unspecified)	0.2	0	-9	-0.4	-1.7	5	-3	-1	2	22
Cc1ccc(-n2c3c(c(=O)[nH]c2=O)C(NS(=O)(=O)c2ccc(C)cc2)(C(F)(F)F)C(=O)N3)cc1 (stereo unspecified)	x	0	0	-0.2	-0.1	1	6	3	5	22
O=C(C[C@@H]1C/C=C\C[C@H](NC(=O)OCC2c3ccccc3-c3ccccc32)C(=O)OC[C@H]2CCCN2C1=O)NCCO	x	x	2	-0.2	-0.8	15	x	8	-4	x
COc1cc(/C=C(\C#N)C(=O)N2CCOCC2)cc(Br)c1O	0.8	7	-1	0.8	-0.1	-6	2	1	-6	-4
CCCCN(CC)CCNc1c(NC2CCN(C(=O)OCC)CC2)c(=O)c1=O	1.1	-1	-1	-0.1	-0.1	6	-11	-4	-5	29
Cc1cccc(OCCC(=O)Nc2ccccc2C(N)=O)c1	1.5	-3	-1	-0.3	-0.1	-1	-9	4	-5	-3
CCCCCCCCCCCC(=O)N1CC(=O)NC(=O)C1	2.2	-3	-11	i	1.1	4	0	-3	13	8
C[C@H]1CN([C@@H](C)CO)C(=O)Cc2cc(NC(=O)Cc3ccccc3)ccc2O[C@H]1CN(C)S(=O)(=O)c1cccs1	-0.1	x	-10	-0.5	-1.3	0	21	4	17	x

2 compounds from above with just DUSP3 inh, BH1578 lux ind and TcdB inh.
| Molecule | DUSP3 inh | BH1578 lux ind | TcdB inh |
| --- | --- | --- | --- |
| Cc1ccc(C)c(CN2CCC(CNC(=O)Nc3ccc(F)c(Cl)c3)CC2)c1 | 9 | -5.6 | 0.5 |
| Cc1ccc(S(=O)(=O)N2C[C@H]3n4c(=O)ccc(=O)n4C[C@H](OC(=O)NC4CCCC4)[C@@]3(O)C2)cc1 | x | -0.4 | 0.4 |

Carrying on:
SMILES	TcdB inh	3CLpro inhibitor	Anthrax LF inh2	BH1578 lux ind	PfHsp40 yeast	MazF activator	SSB-PriA inh	Rv3671c inh	Yp Topo-I inh	DUSP3 inh
CCSc1ccccc1C(=O)Nc1nncs1	x	3	0	i	1.0	5	-16	2	-2	-22
Cc1onc(-c2ccccc2)c1C(=O)NCCc1ccc(S(N)(=O)=O)cc1	x	3	-2	-0.3	-1.7	3	-13	5	2	0
OC[C@@H]1CN(Cc2ccc(F)cc2)C[C@H](n2cnc3c(NCc4ccc(F)cc4)ncnc32)O1	1.4	x	-2	i	x	x	x	x	0	x
O=[N+]([O-])c1cc([N+](=O)[O-])c(Oc2ccc(F)cc2F)cc1NN1CCCCC1	-1.3	-8	0	-0.6	1.8	7	-23	-12	-6	20
Cc1ccccc1OCC(O)Cn1c(NCc2ccco2)nc2c1c(=O)n(C)c(=O)n2C (stereo unspecified)	1.2	0	-3	-0.4	0.5	5	14	-3	-3	8
CCOc1ccc(C2C(C#N)=C(C)NC3=C2C(=O)c2ccccc23)cc1 (stereo unspecified)	x	5	4	-5.9	-0.9	11	-2	5	1	-6
c1ccc2c(CNC3CCCCC3)c[nH]c2c1	x	-2	x	x	x	29	5	-5	x	32
C=CCn1c(-c2cccn(Cc3ccc(Cl)cc3Cl)c2=O)n[nH]c1=S	x	10	1	i	-0.2	4	-1	17	11	19
C=CCNC(=O)CSc1nc2cc(C(=O)OCC)ccc2n1CC	5.8	-1	1	-4.2	2.2	-7	1	2	6	-10
